Source: PubChem
MBD2 inh – inhibitors of human MBD2 binding to methylated oligonucleotide | Q9UBB5 | TR-FRET | inhibition, % at 4.4 µM | 0.31% of 370,000 active | AID 686964; in the data active = inhibition above about 13%
PLC-gamma1 inh – blocks human PLC-gamma1 enzyme activity. 0.84% of 370,000 active. AID 720700. inhibition, % at 12.2 µM. P19174. purified PLC-gamma1, fluorogenic substrate, fluorescence; in the data active = inhibition above about 9.5%
PLCb3 inh – blocks human PLC-beta3 enzyme activity | inhibition, % at 12.2 µM | 0.18% of 370,000 active | Purified PLC-beta3, fluorogenic substrate, fluorescence | AID 720704; in the data active = inhibition above about 11%;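 note: 0% = median of compound wells on plate and 100% = full blocker control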
UHRF1 binding – blocks human UHRF1 binding to methylated DNA. 0.75% of 370,000 active. AID 687016. Q96T88. inhibition, % at 4.4 µM. UHRF1 binding to methylated oligo, TR-FRET; in the data active = inhibition above about 21%;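 note: UHRF1 SRA domain binding a hemimethylated CpG hairpin DNA probe; 0% = median of test compound wells and 100% = reference inhibitor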
Target sequence (Q96T88 whole entry, looked up, the tested form may be a part): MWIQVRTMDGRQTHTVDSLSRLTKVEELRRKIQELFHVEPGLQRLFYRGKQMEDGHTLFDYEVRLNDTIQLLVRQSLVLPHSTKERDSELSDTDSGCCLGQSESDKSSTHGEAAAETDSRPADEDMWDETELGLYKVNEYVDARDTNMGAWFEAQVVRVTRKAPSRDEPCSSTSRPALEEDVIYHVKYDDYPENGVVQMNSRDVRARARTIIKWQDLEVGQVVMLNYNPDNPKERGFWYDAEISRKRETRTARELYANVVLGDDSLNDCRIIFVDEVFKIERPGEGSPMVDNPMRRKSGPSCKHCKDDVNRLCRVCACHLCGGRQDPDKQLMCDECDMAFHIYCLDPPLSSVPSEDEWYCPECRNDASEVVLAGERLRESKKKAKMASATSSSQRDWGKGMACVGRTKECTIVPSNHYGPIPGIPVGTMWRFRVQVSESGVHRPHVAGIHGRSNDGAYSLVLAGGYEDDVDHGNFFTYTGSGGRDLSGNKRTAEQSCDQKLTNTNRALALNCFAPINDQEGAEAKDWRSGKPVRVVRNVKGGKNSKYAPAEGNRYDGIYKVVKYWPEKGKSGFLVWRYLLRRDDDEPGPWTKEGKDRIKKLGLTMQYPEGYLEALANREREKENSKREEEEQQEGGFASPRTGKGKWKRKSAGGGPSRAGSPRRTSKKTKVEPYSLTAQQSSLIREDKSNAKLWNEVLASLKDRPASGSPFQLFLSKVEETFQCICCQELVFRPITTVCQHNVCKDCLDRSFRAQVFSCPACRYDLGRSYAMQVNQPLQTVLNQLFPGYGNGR
DDE Tn7 FP inh – inhibitors of Tn7 peptide binding to human fibrin DD(E) | P02675 | FP displacement of FITC-Tn7 peptide from fibrin DD(E); 0% = median of compound wells per plate | inhibition, % at 8.3 µM | 0.13% of 370,000 active | AID 720508;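 active = inhibition above the mean of compounds falling within the control limits plus 3 SD of them, cut at about 14% in these data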;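 note: 0% = plate median of compound wells and 100% = 10 µM Aha-Tn7 peptide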
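Measure: % inhibition scaled between sample-field median and high-control FP; Test system: human fibrin DD(E); Quantity: 2 µM final DD(E) protein; Doses: one dose, 8.3 µM nominal; Schedule: compound with protein 10 min, then 3 h after probe, room temperature; Detection: fluorescence polarization; Medium: Tris buffer with calcium and detergent, pH 7.8.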
ASAP1 inh – ASAP1 ArfGAP inhibition; Q9ULH1; ASAP1-stimulated ARF1 GTP hydrolysis, GDP FP detection; inhibition, % at 16.5 µM; 0.19% of 360,000 active; AID 624377; in the data active = inhibition above about 25%;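 note: 0% = vehicle with enzyme and substrate and 100% = no enzyme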
DDE Tn6 FP inh – disrupts Tn6 cyclic peptide binding to fibrin D-Dimer-E complex | P02675 | Fibrin DD(E) TRITC-Tn6 fluorescence polarization displacement | inhibition, % at 8.3 µM | 0.21% of 370,000 active | AID 720509;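 active = inhibition above a per-campaign cutoff: mean of compounds within control limits plus 3 SD, cut at about 15% in these data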;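 note: 0% = median of all compound wells on the plate and 100% = blocking peptide control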
ADAM17 inh – ADAM17 inhibition, QFRET primary screen. 0.83% of 370,000 active. inhibition, % at 6.95 µM. recombinant ADAM17, EDANS/DABCYL FRET peptide cleavage. P78536. AID 720648;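 active = inhibition above the mean of compounds lying between control limits plus 3 SD, set per campaign, cut at about 8.5% in these data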;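 note: 0% = DMSO-only wells as the low control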
ARFGAP1 inh – rat ARFGAP1 inhibition; Arfgap1-stimulated ARF1 GTP hydrolysis, GDP FP detection; inhibition, % at 16.5 µM; 0.26% of 360,000 active; AID 651572;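 active = inhibition above a per-plate limit, mean inhibition of low control wells plus 3 SD, cut at about 25% in these data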;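 note: 0% = DMSO wells with enzyme and 100% = wells lacking Arfgap1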
Target sequence (Q62848 1-136 limits assumed): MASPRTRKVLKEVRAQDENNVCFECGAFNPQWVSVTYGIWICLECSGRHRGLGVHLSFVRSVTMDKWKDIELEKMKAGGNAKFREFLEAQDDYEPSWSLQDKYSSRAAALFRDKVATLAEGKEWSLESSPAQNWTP
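Material – truncated rat Arfgap1 GAP domain · Buffer or medium – HEPES-based buffer, pH 7.5 · Reagent – human ARF1(Δ1-17)-GTP substrate · Dosing – 16.5 µM single point, 1.26% DMSO · Schedule – GTP hydrolysis reaction 2 h at 25 °C · Technique – GDP detection by fluorescence polarization · Benchmarks – No-Arfgap1 wells (100%) versus DMSO full-reaction wells (0%) · Repeats – single replicate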
proKLK7 act – proKLK7 (human) activation, primary screen | purified proKLK7, EDANS-DABCYL substrate fluorescence; 100% is mature enzyme control, 0% vehicle | activation, % at 7 µM | 0.9% of 370,000 active;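 active = activation above the mean of all tested compounds plus 3 SD, computed per campaign excluding outliers beyond control limits, cut at about 13% in these data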
The depositor's hits bear a star. Compounds as they come. Share with any hit: about 4.1%.

SMILES	MBD2 inh	PLC-gamma1 inh	PLCb3 inh	UHRF1 binding	DDE Tn7 FP inh	ASAP1 inh	DDE Tn6 FP inh	ADAM17 inh	ARFGAP1 inh	proKLK7 act
O=c1c2cc(Cl)ccc2[nH]c(=S)n1Cc1ccco1	9.3	-4.7	-8.5	7.5	1.3	1.4	-10.9	-6.4	0.9	0.5
Cn1nnc(NCc2cc(Br)ccc2OCc2ccccc2F)n1	0.9	-0.1	-0.9	1.8	-2.1	-5.0	0.6	1.3	-3.3	0.6
O=C(O)c1nn2c(c1Br)NC(c1ccccc1)CC2C(F)(F)F (configuration not stated)	2.1	-1.6	1.2	1.4	-1.0	-3.8	-1.3	-5.0	3.1	-0.8
CC1(C)CN(c2ccccc2)N(C(=O)c2ccc(C#N)cc2)C1=O	1.7	-1.6	0.7	6.7	0.6	3.0	-3.6	-6.3	5.0	0.6
CCN(C(=O)COC(=O)Cc1cccc2ccccc12)C1CCS(=O)(=O)C1 (configuration not stated)	5.2	2.5	3.0	0.8	10.4	-9.7	-0.8	-3.5	-2.4	-0.3
CC(O)CN(Cc1ccc(Cl)cc1)CC(C)O (configuration not stated)	3.2	3.2	1.3	2.4	1.1	-4.5	1.8	-0.1	2.8	0.4
COc1ccc(CCNC(=O)/C(=C/c2cccnc2)NC(=O)c2ccccc2)cc1	1.1	-24.8	-34.4	3.1	-3.1	18.8	-3.5	-2.7	2.8	-0.2
CCOc1ccc(S(=O)(=O)Nc2ccc(C(=O)NCCCN3CCCC3=O)cc2)cc1	3.7	-0.5	-4.9	1.4	0.6	15.4	5.6	-4.6	-8.0	0.0
CCN(CC)CCNc1ccc(C)c2sc3ccc(O)cc3c(=O)c12	4.4	-4.3	-2.1	1.2	-1.0	7.4	-7.3	0.6	6.2	-0.3
Cc1ccc(SC[C@H](Cc2ccccc2)N2CC[C@@H](C)CCC2=O)cc1	6.4	4.6	-0.1	1.2	6.2	6.1	-6.9	-3.1	2.6	0.6
Cc1cccc(NS(=O)(=O)c2cc([N+](=O)[O-])ccc2C)n1	3.5	-1.0	-0.6	-1.1	-1.0	-0.2	7.3	-3.7	3.6	0.1
CCc1ccccc1OCC(=O)Nc1ccc(F)c(S(=O)(=O)N2CCOCC2)c1	-6.1	3.4	-10.6	1.3	-1.1	0.7	-5.5	2.5	3.4	0.0
CC(C)(C)N1CC(c2nc3ccccc3n2Cc2ccccc2)CC1=O (configuration not stated)	-1.9	-1.1	1.2	-4.0	0.2	2.4	-1.4	-3.0	0.9	-0.3
CC(C)(C)NC(=O)/C(=C\c1ccco1)NC(=O)c1ccco1	-1.1	-9.4	-16.1	-1.2	2.0	4.9	4.2	-1.3	7.7	0.6
O=C(CSc1nnc(-c2ccc3c(c2)OCO3)o1)Nc1ncc(Cl)cc1Cl	2.6	-3.6	-6.4	0.5	6.0	5.5	1.3	-2.5	6.1	0.4
COc1cc(OCc2ccc(C)cc2)ccc1CNC[C@H]1O[C@@H](n2cnc(C(N)=O)n2)[C@H](O)[C@@H]1O	11.2	4.9	3.5	20.1	2.1	4.4	2.0	1.3	-1.8	0.6
CO[C@@H]1CN(C)C(=O)c2cc(NC(=O)Nc3cc(F)ccc3F)ccc2OC[C@H](C)NC[C@@H]1C	-7.6	4.2	1.8	0.4	-4.6	-9.2	-1.8	3.5	4.0	0.0
COc1ccc(CC(O)CO)cc1OCc1ccccc1 (configuration not stated)	2.1	-0.6	3.4	-1.5	-2.0	10.0	-1.1	-0.2	10.0	-0.3
COc1ccc(OC)c(CC(=O)N2CCc3cc(OC)c(OC)cc3C2)c1	-1.1	2.0	-3.3	0.5	-2.3	0.8	-10.0	-2.8	2.2	0.0
COc1ccc(Oc2coc3cc(OC(=O)N4CCOCC4)ccc3c2=O)cc1	4.0	-2.9	2.4	0.8	-1.5	2.7	-1.5	-4.4	11.9	0.2
CCCCn1c(N)c(N(CC(C)C)C(=O)CSCc2ccc(Cl)c(Cl)c2)c(=O)[nH]c1=O	2.1	7.4	0.7	0.8	-7.0	10.7	5.1	1.3	-0.2	-0.2
CC(C)CC1CCCC12NC(=O)NC2=O (configuration not stated)	1.4	2.8	1.7	0.3	1.6	-0.7	-8.1	-6.5	-7.1	-0.3
Cc1cc(Br)cn2c(Cc3ccccc3C(F)(F)F)c(C3CCCCC3)nc12	2.4	-5.2	-0.7	11.3	3.3	11.9	-7.0	-2.8	7.7	0.5
O=C(Nc1cccc(C(=O)N2CCOCC2)c1)C1CC1	-2.0	-0.4	-0.3	-0.2	-1.8	5.3	-10.4	-1.8	12.2	0.2
O=C1C=C(c2cc3ccccc3o2)C[C@@H](c2ccc(F)cc2)C1	2.6	-0.3	0.9	-2.7	0.5	-7.2	-8.6	-3.1	-5.6	0.4
Cc1cc(=O)n2c(-c3ccc(Cl)cc3)csc2n1	2.7	1.1	-0.3	-0.3	-0.6	-0.5	3.0	1.3	-6.8	-0.1
CCOC(=O)c1sc(SC)c(C(C)=O)c1C	2.5	0.5	-0.3	-2.4	5.8	-3.4	0.5	-1.0	16.3	0.3
O=C1CCCc2c1cc(C(=O)Nc1ccc(Cl)cn1)c(=O)n2-c1ccccc1	0.1	-35.7	-46.3	-0.5	4.0	-13.4	0.5	-6.9	6.2	0.1
Cn1nc(C(=O)NCc2ccc(Cl)cc2)c2c1-c1ccccc1S(=O)(=O)C2	0.2	6.2	3.1	1.2	-3.8	-9.3	8.4	7.9	-3.2	0.3
CCC(CO)N=CC1=C(O)CC(C)(C)CC1=O (configuration not stated)	-2.9	0.8	9.5	-1.1	4.0	2.9	-9.7	4.0	-9.5	0.1
Cc1ccc(S(=O)(=O)N2[C@@H](c3ccc(F)cc3)C(C(=O)O)=C[C@H]2CC2CCCC2)cc1	-5.0	-4.7	-4.9	-1.7	8.4	-13.0	8.2	1.0	-9.2	0.0
Cc1cccc(N(CC(=O)Nc2ccc(CC#N)cc2)S(C)(=O)=O)c1	-5.8	-1.0	0.9	-0.9	-3.8	3.5	2.4	-0.3	0.8	-0.1
CCCCC1(CO)C(=O)N(c2ccccc2)N(c2ccccc2)C1=O	0.8	-2.7	-6.8	0.8	-4.9	-2.4	10.3	-2.4	-10.0	-0.1
COc1ccc(C2CC2/C(C)=N/OC(=O)C2CC2)cc1 (configuration not stated)	-3.3	-1.0	2.2	-3.9	-2.8	-0.4	-2.2	-1.2	-3.1	0.2
O=C(N=Nc1c(O)[nH]c2ccc(Br)cc12)c1ccco1	-3.5	-4.0	-3.5	-3.4	-0.5	5.6	1.3	1.5	-1.8	0.1
O=[N+]([O-])c1ccc(S(=O)(=O)NCCS(=O)(=O)N2CCN(c3ccccc3)CC2)cc1	-0.9	4.4	-6.7	-0.6	1.0	-8.1	-1.6	-0.6	3.5	0.4
Cc1ccc(C(=O)Nc2ccc3c(c2)OCO3)cc1	3.7	0.1	0.1	-2.5	-3.8	-8.6	-7.0	-1.2	-3.4	-0.3
O=C(OCC(=O)N1CCN(c2ccccc2)CC1)c1ccccc1OC(F)F	-0.6	3.0	-2.0	-4.3	1.9	-10.8	3.6	-10.6	-5.0	-0.9
COC(=O)C1=C(C)NC(C)=C(C(=O)OC)C1c1ccc(OC(=O)c2oc3ccccc3c2C)c(OC)c1	0.3	-1.7	-2.6	-2.4	0.4	14.1	-3.4	-0.1	8.3	-0.4
COCCn1c(-c2ccc(Br)cc2)nc2oc3cc(OC)ccc3c(=O)c2c1=O	-6.1	-1.5	-10.7	16.4	0.3	-7.4	-7.8	-0.9	6.0	0.6
O=C(O)CN1C(=O)/C(=C\c2ccc(OC(=O)c3ccco3)cc2)SC1=S	-1.4	-4.4	-5.7	-2.2	1.2	-1.0	3.9	0.1	-5.0	1.0
CCN1C(=S)N[C@@H](c2cccs2)C(C(=O)OC)=C1C	-1.0	-2.8	1.6	-1.5	8.1	3.5	3.5	-1.7	-0.5	-0.2
CCOC(=O)NC(Nc1sc2c(c1C(=O)OC)CCN(C)C2)(C(F)(F)F)C(F)(F)F	-3.7	-6.5	-9.4	-1.0	-3.1	-1.4	-1.5	-13.7	7.0	-0.1
COC(=O)N(NC(=O)C(O)(C(C)C)C(C)C)c1ccccc1	3.0	3.1	-3.0	0.7	-3.0	-9.9	1.8	-6.0	2.4	0.8
CC(C)(C)c1cc(C(=O)O)c(CN2CCCCC2)o1	1.2	1.6	1.4	0.4	11.3	6.5	-1.3	1.2	-14.2	0.1
COc1cccc(-c2nc3n(n2)CCc2ccccc2-3)c1	-2.1	1.5	-1.6	-3.3	-14.4	-4.2	6.0	3.1	10.6	-1.1
c1ccc2c(c1)nc(-c1ccncc1)n1nnnc21	2.0	-18.2	-23.4	-21.0	-3.4	-3.1	-3.0	0.8	9.5	-0.3
COc1cc(/C(O)=C(\C#N)c2nc3ccccc3[nH]2)cc(OC)c1OC	3.2	-107.9	-129.7	-2.8	3.1	15.5	0.4	-61.5	-3.2	-4.2
CN1CCCCCC1=NC1=C(C#N)CCCC1	2.5	1.9	2.0	12.2	-2.3	16.7	-4.2	-2.7	10.7	-0.2
COc1cccc(C=NNC(=O)C(C)SC(C)C(=O)NN=Cc2cccc(OC)c2)c1 (configuration not stated)	-5.8	0.0	3.7	-1.3	-1.1	-8.6	-4.3	-1.4	-11.9	0.7

Arranged by the number under DDE Tn6 FP inh (highest first): some entries from above.
SMILES	MBD2 inh	PLC-gamma1 inh	PLCb3 inh	UHRF1 binding	DDE Tn7 FP inh	ASAP1 inh	DDE Tn6 FP inh	ADAM17 inh	ARFGAP1 inh	proKLK7 act
COc1cccc(-c2nc3n(n2)CCc2ccccc2-3)c1	-2.1	1.5	-1.6	-3.3	-14.4	-4.2	6.0	3.1	10.6	-1.1
Cc1cccc(N(CC(=O)Nc2ccc(CC#N)cc2)S(C)(=O)=O)c1	-5.8	-1.0	0.9	-0.9	-3.8	3.5	2.4	-0.3	0.8	-0.1
COc1ccc(CC(O)CO)cc1OCc1ccccc1 (configuration not stated)	2.1	-0.6	3.4	-1.5	-2.0	10.0	-1.1	-0.2	10.0	-0.3
CO[C@@H]1CN(C)C(=O)c2cc(NC(=O)Nc3cc(F)ccc3F)ccc2OC[C@H](C)NC[C@@H]1C	-7.6	4.2	1.8	0.4	-4.6	-9.2	-1.8	3.5	4.0	0.0

Other results follow.
SMILES	MBD2 inh	PLC-gamma1 inh	PLCb3 inh	UHRF1 binding	DDE Tn7 FP inh	ASAP1 inh	DDE Tn6 FP inh	ADAM17 inh	ARFGAP1 inh	proKLK7 act
Cc1cc(NCc2ccco2)nc(N2CCC(C(=O)NC3CCCCC3)CC2)n1	-0.1	0.2	0.4	-2.4	-4.0	6.6	2.9	1.0	-5.9	-0.1
CN(C(=O)CO/N=C/c1ccc(Cl)cc1)c1ccccc1	-2.3	-3.0	-4.4	-0.5	-2.8	-8.9	-5.6	-5.5	-2.3	0.0
COc1ccc(NC(=O)CCSc2nnc(C)s2)cc1	-5.2	0.4	3.9	1.5	-1.7	-4.8	4.4	-3.8	2.3	0.3
COC(=O)C[C@@H]1CC[C@H](NC(=O)Nc2cccc(F)c2)[C@@H](CO)O1	-2.9	1.4	2.2	2.7	-10.1	2.6	1.5	0.2	2.4	-0.6
